# Assay outcomes as filed in PubChem.
# VLA-4 inh: inhibition in a human VLA-4 binding assay | P13612 | VLA-4 expressing cells, ligand binding flow cytometry | inhibition, % (about 7 µM as worked out from the volumes in the protocol) | 330,000 tested, 0.2% active | AID 2557; in the data active = inhibition above about 50%
# Target sequence (P13612 whole entry, looked up): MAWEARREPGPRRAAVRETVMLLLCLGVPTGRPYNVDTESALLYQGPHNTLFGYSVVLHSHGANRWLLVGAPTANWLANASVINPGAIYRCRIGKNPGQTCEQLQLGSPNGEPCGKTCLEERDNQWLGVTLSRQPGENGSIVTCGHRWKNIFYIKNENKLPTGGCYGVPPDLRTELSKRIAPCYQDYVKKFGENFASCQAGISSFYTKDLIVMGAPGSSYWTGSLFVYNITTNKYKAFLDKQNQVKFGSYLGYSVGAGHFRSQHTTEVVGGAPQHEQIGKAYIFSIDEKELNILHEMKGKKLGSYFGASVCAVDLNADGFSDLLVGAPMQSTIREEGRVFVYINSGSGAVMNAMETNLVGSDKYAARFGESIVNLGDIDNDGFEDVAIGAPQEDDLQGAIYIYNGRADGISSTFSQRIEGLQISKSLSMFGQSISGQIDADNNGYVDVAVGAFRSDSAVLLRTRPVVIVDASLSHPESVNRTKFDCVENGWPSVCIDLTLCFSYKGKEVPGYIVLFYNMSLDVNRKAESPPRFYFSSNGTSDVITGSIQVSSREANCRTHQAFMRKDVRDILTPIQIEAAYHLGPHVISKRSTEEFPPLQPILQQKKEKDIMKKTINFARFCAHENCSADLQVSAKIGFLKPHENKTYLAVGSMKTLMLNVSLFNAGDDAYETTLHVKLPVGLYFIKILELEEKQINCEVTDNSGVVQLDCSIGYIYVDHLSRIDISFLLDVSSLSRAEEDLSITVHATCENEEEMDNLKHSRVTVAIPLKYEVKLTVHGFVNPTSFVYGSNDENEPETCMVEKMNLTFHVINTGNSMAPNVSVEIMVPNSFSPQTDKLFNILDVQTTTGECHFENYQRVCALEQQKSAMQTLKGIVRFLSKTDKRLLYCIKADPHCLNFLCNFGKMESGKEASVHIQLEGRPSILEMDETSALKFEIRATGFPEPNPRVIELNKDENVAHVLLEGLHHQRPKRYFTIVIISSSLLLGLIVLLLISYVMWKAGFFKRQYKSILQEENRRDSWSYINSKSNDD
# LAP4 TOR yeast: yeast TOR pathway LAP4-GFP modulation; S. cerevisiae LAP4-GFP multiplex, flow cytometry GFP, 3 h; median GFP as percent of DMSO wells; GFP response vs DMSO, % at 10 µM; 320,000 tested, 0.34% active;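 active = GFP response vs DMSO above a set limit, about the screen mean plus 3 SD, cut at about 150% in these data; inconclusive = under 70 cell events counted for the yeast strain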
# GRK2 aptamer HTS: human GRK2 inhibition via aptamer displacement | 330,000 tested, 0.59% active | inhibition of aptamer binding, % at 10 µM | bead flow cytometry, FAM-aptamer displacement from GRK2 | AID 488847 | P25098;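 active = inhibition of aptamer binding above 40%, roughly 3 SD of noise, on plates passing a quality check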;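 also: median bead fluorescence of bound FAM aptamer so fluorescent compounds give negative values; no value below 0 was filed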
# CR mimetic SO: yeast age-related superoxide inhibition as caloric restriction mimetic. S. cerevisiae aged cells, superoxide DHE fluorescence; active compounds read low. superoxide response (% of plate mean), % at 10 µM. 330,000 tested, 0.18% active;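 active = superoxide response under a set limit, about three screen SD below normal, cut at about 65% in these data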;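 also: yeast aged for seven days with compound at 30 °C before DHE staining; 100% = average MFI of all compound-treated wells on the plate with controls excluded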
# MEP2-GFP yeast: modulators of TOR pathway MEP2-GFP in S. cerevisiae; S. cerevisiae MEP2-GFP strain, flow cytometry GFP, 3 h; 100% = DMSO control level; GFP response vs DMSO, % at 10 µM; 330,000 tested, 0.51% active; AID 2016;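 active = GFP response versus DMSO above a set limit, roughly screen mean plus 3 SD, cut at about 180% in these data; inconclusive = fewer than 70 cells counted for a yeast strain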;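 also: median GFP fluorescence of the barcode-gated MEP2-GFP cells per well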
# AGP1 TOR yeast: modulators of TOR pathway AGP1-GFP in S. cerevisiae | 320,000 tested, 0.02% active | GFP response vs DMSO, % at 10 µM | AID 2066 | S. cerevisiae AGP1-GFP multiplex flow cytometry, 3 h; GFP as percent of DMSO wells;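 active = GFP response relative to DMSO above a set limit, near screen average plus 3 SD, cut at about 150% in these data; inconclusive = fewer than 70 cells counted for the yeast strain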;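 also: median GFP channel fluorescence of the gated AGP1 strain per well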
# RPL19A-GFP yeast: alters RPL19A-GFP fluorescence in TOR pathway yeast screen; percent response vs DMSO, % at 10 µM; S. cerevisiae RPL19A-GFP strain, flow cytometry, 3 h; active compounds read low; 330,000 tested, 0.3% active;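 active = percent response vs DMSO below 50%; inconclusive = fewer than 70 events counted for the yeast strain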;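 also: median channel GFP fluorescence of the barcoded RPL19A-GFP strain; ratio of sample median GFP to plate DMSO average so 100% = DMSO; lower means less RPL19A-GFP as with rapamycin TOR inhibition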
# CIT2-GFP yeast: yeast TOR pathway CIT2-GFP modulation; S. cerevisiae CIT2-GFP strain, flow cytometry, 3 h; 100 means same as DMSO wells; GFP response vs DMSO, % at 10 µM; 320,000 tested, 0.065% active;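 active = GFP response relative to DMSO above a set limit, near the screen mean plus 3 SD, cut at about 150% in these data; inconclusive = Fewer than 70 cells measured for a yeast strain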;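 also: ratio of well median GFP fluorescence to mean of DMSO wells on the plate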
# Active calls of the source: *; u = inconclusive; x = no result given; [ ] = remark or other dose.
SMILES,VLA-4 inh,LAP4 TOR yeast,GRK2 aptamer HTS,CR mimetic SO,MEP2-GFP yeast,AGP1 TOR yeast,RPL19A-GFP yeast,CIT2-GFP yeast
Cn1ccc(C(=O)Nc2ccc3c(c2)OCCO3)n1,-11,104,0,127,89,102,103,x
Cc1cc(C)cc(NC(=O)c2ccc(CNc3c(N4CCOCC4)c(=O)c3=O)cc2)c1,-5,105,4,101,109,103,103,102
Cc1ccc(-n2nc3c(c2NC(=O)C(C)C)CS(=O)(=O)C3)cc1,18,115,4,92,126,104,99,98
Cc1cc(=O)oc2cc(OCC(=O)NCCCN3CCCC3=O)c(Cl)cc12,-3,94,0,86,100,101,101,108
CC(CC(=O)Nc1ccccc1)NCCCN1CCCC1=O (stereo unspecified),-12,102,2,135,118,104,112,108
Cc1ccccc1C1CC(c2ccc(F)cc2)Nc2nc(N)nn21 (stereo unspecified),20,103,1,105,105,107,101,104
O=C(NCc1ccco1)C(=S)N1CCCCC1,2,108,1,97,94,105,98,94
O=C(NNC(=O)c1ccccc1OCc1ccccc1Cl)c1csc(N2CCOCC2)n1,-4,108,0,107,107,103,101,100
COc1cccc(C(=O)Nc2cccc(SC)c2)c1,17,103,0,105,102,91,98,96
O=C(O)CNC(=S)N(Cc1ccc(F)cc1)C1CCCCC1,-11,97,2,97,98,96,93,97
CCOc1ccc(C(C(=O)NC2CCCC2)N(CCOC)C(=O)CNC(=O)c2ccco2)cc1 (stereo unspecified),-1,99,0,91,107,102,106,96
O=C1N=C(N2CCOCC2)S/C1=C/c1cc2c(cc1[N+](=O)[O-])OCO2,10,101,0,99,95,96,97,90
CC(=O)Nc1cccc(-c2nc3ccc(NC(C)=O)cc3[nH]2)c1,11,98,3,93,99,99,100,103
CCCCc1ccc(NC(=O)CSc2nc(=O)n3cc(C)ccc3n2)cc1,7,111,0,100,96,99,96,90
Cc1ccc(-n2ncc3c2CC(C)(C)CC3NC(=O)Cc2c(C)noc2C)cc1 (stereo unspecified),1,80,3,110,96,100,104,104

# Gathered by group: those above with a Cl atom.
SMILES,VLA-4 inh,LAP4 TOR yeast,GRK2 aptamer HTS,CR mimetic SO,MEP2-GFP yeast,AGP1 TOR yeast,RPL19A-GFP yeast,CIT2-GFP yeast
Cc1cc(=O)oc2cc(OCC(=O)NCCCN3CCCC3=O)c(Cl)cc12,-3,94,0,86,100,101,101,108
O=C(NNC(=O)c1ccccc1OCc1ccccc1Cl)c1csc(N2CCOCC2)n1,-4,108,0,107,107,103,101,100

# Later entries.
SMILES,VLA-4 inh,LAP4 TOR yeast,GRK2 aptamer HTS,CR mimetic SO,MEP2-GFP yeast,AGP1 TOR yeast,RPL19A-GFP yeast,CIT2-GFP yeast
CCc1c(C)n([O-])c2c([n+]1=O)CCCCC2,9,97,2,97,91,90,90,91
O=C(NCc1ccc(F)cc1)C1CCC(CNc2c(N3CCCCC3)c(=O)c2=O)CC1 (stereo unspecified),-5,97,0,63*,95,96,94,94
CN(CCN1CCOCC1)Cc1nc(-c2ccc(Cl)cc2)no1,-1,98,0,92,100,102,98,101
CCSc1nc2c(c(=O)[nH]c(=O)n2C)n1C,-6,100,0,91,106,104,99,113
CCOC(=O)c1c(C)n(C)c2ccc(O)c(CN3CCCCC3)c12,4,100,0,111,99,100,100,94
CCc1cccc(NC(=O)[C@@H]2CCCN2C2=NS(=O)(=O)c3ccccc32)c1,5,98,4,82,94,99,98,102
CCC(N=c1cc(-c2ccc(OC)c(OC)c2)oc2ccc(C)cc12)C(=O)O (stereo unspecified),2,98,0,126,100,102,99,92
O=C(NCCSc1ncc(-c2ccc(F)cc2)[nH]1)c1ccc2c(c1)OCO2,-1,91[may fluoresce violet],0,103,90[may fluoresce violet],18[may fluoresce violet],86[may fluoresce violet],u
Cc1ccc(S(=O)(=O)N2CCOCC2)cc1NC(=O)COC(=O)CNC(=O)c1ccc(C(C)(C)C)cc1,6,90,0,92,104,97,101,102
Cc1cccc(-c2ncc(CN3CCN(CC(C)C)C(CCO)C3)cn2)c1 (stereo unspecified),5,99,1,88,100,98,94,99
COCCNC(=S)N1CCc2cc(OC)c(OC)cc2C1COc1ccc(F)cc1 (stereo unspecified),0,100,3,98,103,102,100,99
Cc1ccc(S(=O)(=O)NCc2ccc3c(c2)OCO3)cc1C,-2,91,0,103,105,97,98,99
CC(=O)Nc1ccc(Cc2ccc3[nH]c(=O)cc(C)c3c2)cc1,10,94,3,97,107,88,102,102
CCN(C(=O)COC(=O)CCn1c(C)csc1=O)c1c(N)n(Cc2ccccc2)c(=O)[nH]c1=O,21,90,4,72,103,70,96,74
COc1ccc(CNC(=O)COc2ccc(S(=O)(=O)N3CCOCC3)cc2)cc1,-7,104,0,101,101,103,100,101
CCCc1cnc(N2CCN(C(=O)c3ccc(F)cc3)CC2)nc1,3,111,2,103,104,100,98,95
CS(=O)(=O)N(CC(O)CON=C1c2ccccc2-c2ccccc21)c1ccc(F)cc1 (stereo unspecified),-7,109,2,97,101,100,100,104
CC(=O)OCC(=O)Nc1ccc([N+](=O)[O-])cc1Cl,9,93,5,112,105,100,109,109
Clc1ccc(Nc2ccc(-n3ccnc3)nn2)cc1Cl,-6,101,0,141,108,101,101,102
Cc1ccc(S(=O)(=O)NC(=O)c2cc(C)n(CCCN3CCOCC3)c2C)cc1,17,101,0,134,101,109,97,98
CC(=O)Nc1cccc(S(N)(=O)=O)c1C,0,104,0,75,98,109,99,114
Cc1ccc2c(c1)[nH]c1c(N3CCN(Cc4ccccc4)CC3)ncnc12,-11,93,0,110,98,92,91,92
COc1cc(NC(=S)Nc2ccc(Br)cc2Cl)c(OC)cc1Cl,x,110,0,100,107,94,98,93
O=C(Nc1nnc(SCc2ccc(F)cc2)s1)c1ccc2c(c1)C(=O)N(c1ccccc1Cl)C2=O,-2,94,3,136,112,108,104,100
CC(C)NC(=S)N=Nc1c(O)[nH]c2ccc(C(C)C)cc12,-5,99,0,119,106,98,101,104
O=Cc1cc(Cl)ccc1OCCN1CCC(Cc2ccccc2)CC1,2,89,0,94,103,112,106,125
COc1cccc(-c2nnc(Nc3nc4c(F)cccc4s3)o2)c1,18,102,3,124,100,105,104,102
COc1ccc(Br)cc1CN(C)C(=O)Cc1ccc(S(=O)(=O)N2CCOCC2)s1,10,104,0,100,91,108,98,110
Cc1ccc(CN2CC(C(=O)Nc3nnc(SCc4c(Cl)cccc4Cl)s3)CC2=O)cc1 (stereo unspecified),21,92,3,106,101,100,104,100
COc1ccc2oc(C(=O)OCC(=O)N(C)c3ccccc3)c(C)c2c1,0,108,0,99,100,105,98,95

# One compound at a time, from the list above. Screens in order: VLA-4 inh | LAP4 TOR yeast | GRK2 aptamer HTS | CR mimetic SO | MEP2-GFP yeast | AGP1 TOR yeast | RPL19A-GFP yeast | CIT2-GFP yeast
# Shown for CC(=O)OCC(=O)Nc1ccc([N+](=O)[O-])cc1Cl = 9 | 93 | 5 | 112 | 105 | 100 | 109 | 109
# Shown for O=Cc1cc(Cl)ccc1OCCN1CCC(Cc2ccccc2)CC1 = 2 | 89 | 0 | 94 | 103 | 112 | 106 | 125
# Shown for CC(=O)Nc1cccc(S(N)(=O)=O)c1C = 0 | 104 | 0 | 75 | 98 | 109 | 99 | 114
# Shown for Clc1ccc(Nc2ccc(-n3ccnc3)nn2)cc1Cl = -6 | 101 | 0 | 141 | 108 | 101 | 101 | 102
# Shown for COc1cc(NC(=S)Nc2ccc(Br)cc2Cl)c(OC)cc1Cl = x | 110 | 0 | 100 | 107 | 94 | 98 | 93

# An excerpt of these results, with bars between the fields.
SMILES | VLA-4 inh | LAP4 TOR yeast | GRK2 aptamer HTS | CR mimetic SO | MEP2-GFP yeast | AGP1 TOR yeast | RPL19A-GFP yeast | CIT2-GFP yeast
COc1ccc(Br)cc1CN(C)C(=O)Cc1ccc(S(=O)(=O)N2CCOCC2)s1 | 10 | 104 | 0 | 100 | 91 | 108 | 98 | 110
Clc1ccc(Nc2ccc(-n3ccnc3)nn2)cc1Cl | -6 | 101 | 0 | 141 | 108 | 101 | 101 | 102

# (further entries)
SMILES,VLA-4 inh,LAP4 TOR yeast,GRK2 aptamer HTS,CR mimetic SO,MEP2-GFP yeast,AGP1 TOR yeast,RPL19A-GFP yeast,CIT2-GFP yeast
CC(NC(=O)[C@H](C)NC(=O)N1CCn2c1nc1ccccc12)c1ccccc1 (stereo partly specified),5,90,5,88,102,91,94,100
CC(C)CC(=O)Nc1ccccc1N1CCOCC1,2,82,1,100,95,90,92,96
O=c1c(-c2ccc(Cl)cc2)[n+]([O-])c2ccccc2n1O,7,165*,2,124,111,49,60,79
Cc1ccc([N+](=O)[O-])cc1NC(=O)C1CCN(S(C)(=O)=O)CC1,6,89,2,99,102,94,99,99
COc1ccccc1NS(=O)(=O)c1cc2c3c(c1)CC(=O)N3CCC2,-9,94,0,104,94,97,96,101
O=C(Nc1cc(Cl)ccc1-n1cncn1)c1ccc([N+](=O)[O-])s1,-115,97,0,106,100,102,100,96
CCCCCC(=O)Nc1ncc2c(n1)CC(c1cccs1)CC2=O (stereo unspecified),3,105,1,105,101,99,97,95
CCOC(=O)c1sc(NC(=O)C(C)(C)C)cc1C,34,107,6,97,99,102,102,88
Cc1nonc1CN(C)C(=O)CC1C(=O)NCCN1Cc1ccccc1C(F)(F)F (stereo unspecified),1,96,0,83,96,102,96,102
Cc1nc2c(-c3ccc(F)cc3)c(C)nn2c(C)c1CCC(=O)Nc1ccc(F)cc1F,2,108,0,100,107,102,103,114
N#CCS(=O)(=O)c1ccccc1,10,123,1,99,92,86,95,89
CCCCNC(=S)NNC(=O)c1ccco1,-10,89,2,92,90,95,92,96
CCOC(=O)c1cnc(SC)nc1Sc1ccccc1Cl,5,109,1,108,100,98,99,98
Cc1csc(NC(=O)c2cc(-c3ccncc3)nc3ccccc23)n1,-36,109,0,113,102,104,99,95
C[C@H](NC(=O)[C@H]1N2C(=O)c3ccccc3C2SC1(C)C)C(=O)NCC1CCCO1 (stereo partly specified),35,92,0,89,95,98,94,103

# Entries from the list above with bromine (two):
SMILES,VLA-4 inh,LAP4 TOR yeast,GRK2 aptamer HTS,CR mimetic SO,MEP2-GFP yeast,AGP1 TOR yeast,RPL19A-GFP yeast,CIT2-GFP yeast
COc1cc(NC(=S)Nc2ccc(Br)cc2Cl)c(OC)cc1Cl,x,110,0,100,107,94,98,93
COc1ccc(Br)cc1CN(C)C(=O)Cc1ccc(S(=O)(=O)N2CCOCC2)s1,10,104,0,100,91,108,98,110

# Later entries
SMILES,VLA-4 inh,LAP4 TOR yeast,GRK2 aptamer HTS,CR mimetic SO,MEP2-GFP yeast,AGP1 TOR yeast,RPL19A-GFP yeast,CIT2-GFP yeast
OC(COc1ccc2cc(Br)ccc2c1)Cn1ccnc1 (stereo unspecified),5,99,0,94,112,99,109,104
Cc1cc(C)n(CC(=O)n2c3c(c4ccccc42)CCCC3)n1,16,110,2,87,116,105,96,102
Cc1[nH]c(=S)c(C#N)c2c1CCCC2,15,111,0,104,100,104,100,99
CCc1cc2c(SCC(=O)NC3CCS(=O)(=O)C3)ncnc2s1 (stereo unspecified),-7,102,4,92,98,99,95,100
CC1CCN(C(CNS(=O)(=O)c2ccccc2)c2ccccc2)CC1 (stereo unspecified),3,94,9,94,98,95,95,94
CCCCN(C(=O)c1ccc(S(=O)(=O)N2CCC(C)CC2)cc1)C1CCS(=O)(=O)C1 (stereo unspecified),4,87,1,101,96,89,88,89
CCOCc1nnc(NC(=O)c2cccc(OC)c2)s1,10,101,1,84,111,91,112,110

# Rows were taken by chance; about 1.7% have a hit in one of these screens.
